# Screens (PubChem BioAssay)
# Yeast growth inh: growth inhibitors of yeast BB579 in restrictive medium, primary screen, yeast lifespan-shortening project, S. cerevisiae | AID 804, 2007 | inhibition, % at 10 µM | OD615, 48 h | 0.51% of 140,000 active;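 active = inhibition above a set limit, 3 SD over the mean compound inhibition, cut at about 44% in these data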; note: inactives centre near -24
#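 Assay system: S. cerevisiae DeaD strain BB579 yeast. Medium: CSMM-D restrictive synthetic medium containing dextrose (glucose). Times: 4 h cell preincubation, 48 h compound exposure, 30 °C humidified. Signal: OD615 turbidity measurement. Benchmarks: positive control amphotericin B 10 µg/mL.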
# GALR2 antag: GALR2 antagonists in receptor-expressing cells, primary screen; Galanin receptor type 2 (Homo sapiens), O43603; antagonist mode; inhibition, % at 4 µM; 0.39% of 140,000 active; AID 828, 2007; in the data active = inhibition above about 27%;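 note: cells stimulated with galanin 1-16 at roughly its EC80; 0% = agonist challenge control and 100% = basal control without agonist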
# Target sequence (O43603 whole entry, looked up): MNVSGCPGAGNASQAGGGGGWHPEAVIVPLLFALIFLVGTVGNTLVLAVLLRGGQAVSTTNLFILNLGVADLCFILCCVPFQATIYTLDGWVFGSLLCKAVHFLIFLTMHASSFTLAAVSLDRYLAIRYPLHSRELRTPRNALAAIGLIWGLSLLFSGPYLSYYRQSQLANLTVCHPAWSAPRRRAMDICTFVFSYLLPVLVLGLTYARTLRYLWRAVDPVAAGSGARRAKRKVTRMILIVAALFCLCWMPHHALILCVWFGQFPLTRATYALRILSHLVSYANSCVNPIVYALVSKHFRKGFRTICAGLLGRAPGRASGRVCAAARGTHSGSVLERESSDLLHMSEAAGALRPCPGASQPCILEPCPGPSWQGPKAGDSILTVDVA
# NPY-Y2 antag: NPY-Y2 receptor antagonists, primary screen, cell-based; Neuropeptide Y receptor type 2 (Homo sapiens), P49146; NPY-Y2 expressing cells, antagonist mode; inhibition, % at 2.7 µM; 0.99% of 140,000 active; AID 793, 2007; in the data active = inhibition above about 17%;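 note: 0% = vehicle with agonist challenge and 100% = reference antagonist with challenge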
# Target sequence (P49146 whole entry, looked up): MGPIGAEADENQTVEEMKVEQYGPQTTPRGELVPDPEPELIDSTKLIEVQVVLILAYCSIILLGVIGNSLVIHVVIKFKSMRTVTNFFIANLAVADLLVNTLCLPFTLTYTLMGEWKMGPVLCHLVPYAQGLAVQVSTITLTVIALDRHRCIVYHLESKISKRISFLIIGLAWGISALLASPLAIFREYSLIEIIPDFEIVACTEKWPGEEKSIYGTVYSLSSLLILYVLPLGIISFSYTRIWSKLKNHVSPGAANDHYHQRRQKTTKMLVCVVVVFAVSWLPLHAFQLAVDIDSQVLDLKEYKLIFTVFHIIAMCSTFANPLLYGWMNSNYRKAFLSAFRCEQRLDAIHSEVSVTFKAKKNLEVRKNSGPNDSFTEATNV
# E-sel TNF inh: E-selectin induction blockers in HUVEC – imaging, immunofluorescence, high content, primary screen | HUVEC TNFa-induced E-selectin immunofluorescence | inhibition, % at 2 µM | 0.71% of 120,000 active;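 active = inhibition above the batch mean plus 3 SD, and confirmed as a hit on visual image review, cut at about 43% in these data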;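 note: 0% = TNF-stimulated DMSO wells and 100% = unstimulated control wells; not every result past the cut was called active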
# PTEN del growth: growth suppression of PTEN-null HCT116, primary screen, cell-based, CellTiter-Glo; HCT116 PTEN-null viability, 60 h; hits give low values; viability, % at 10 µM; 1.2% of 140,000 active; AID 827, 2007;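 active = viability at or below a set limit, 4 SD under the median of all tested compounds, cut at about 3.7% in these data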;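 note: PTEN knockout HCT116 line with beta catenin targeted HCT116 as companion control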
# MRP-1 activ: H69AR viability gain despite doxorubicin, primary screen, MRP-1 activator project, H69AR cells, CellTiter-Glo | viability rescue | viability increase, % at 10 µM | 0.61% of 140,000 active;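 active = viability gain under doxorubicin at or above a set limit, the compound median plus 3 SD, cut at about 4.7% in these data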;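 note: MRP-1 overexpressing cells given doxorubicin 25 µM after compound pretreatment; 18-22 h compound pretreatment then 72 h with doxorubicin before readout; 0% = doxorubicin-only wells and 100% = vehicle-treated cells without doxorubicin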
# Measles CPE: compounds protecting cells from measles virus cytopathic effect, primary screen, measles RdRp inhibitor project, single point, MLSMR library, absorbance. Measles virus-infected cells, CPE protection. protection (pct of control), % at 4 µM. 1.5% of 140,000 active. AID 841, 2007; in the data active = protection mostly above about 24%, no sharp cut-off; inactive = mostly below about 26%; note: some compounds called inactive have numbers as strong as hits
# Phagocytosis inh: inhibitors of macrophage phagocytosis, primary screen, imaging, J774A.1 cells, IgG beads. J774A.1 macrophage IgG-bead phagocytosis. inhibition, % at 5 µM. 0.07% of 110,000 active;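 active = inhibition above the mean of the plate negative controls plus 5 SD, cut at about 13% in these data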;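 note: phagocytic index as fraction of beads internalized from green versus red external bead signal; plate controls were DMSO negative control for no effect and cytochalasin-D positive control for full effect; some results beyond the cut were filed as inactive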
# HCT116 bCat-KO: primary screen for growth suppressors in beta-catenin knockout HCT116 cells (colon tumor, human). 1.5% of 140,000 active. HCT116 beta-catenin knockout viability, CellTiter-Glo, 60 h; hits give low values. viability, % at 10 µM;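 active = viability at or under a set limit, the compound median less 4 SD, cut at about 6% in these data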;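 note: 0% = Hyamine 1622 control at 20 µM and 100% = untreated cell control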
# Yeast life ext: compounds extending yeast replicative lifespan, primary screen, S. cerevisiae, OD615; S. cerevisiae growth with nicotinamide; deaD strain in restrictive glucose medium; 0.68% of 130,000 active; inhibition of the nicotinamide effect, % at 10 µM; AID 775, 2007;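 active = inhibition above a set limit, placed 3 SD over the median of all compounds, cut at about 26% in these data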;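 note: 0% = nicotinamide-treated wells and 100% = cells grown without nicotinamide; some compounds called inactive have numbers as strong as hits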
#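 assay system = DeaD-strain S. cerevisiae | measured by = absorbance at 615 nm | probe or stimulus = nicotinamide 1.5 mM | buffer or medium = CSMM-D glucose medium, restrictive | times = 48 h at 30 °C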
# * = called active by the depositor; · = no result given.
SMILES,Yeast growth inh,GALR2 antag,NPY-Y2 antag,E-sel TNF inh,PTEN del growth,MRP-1 activ,Measles CPE,Phagocytosis inh,HCT116 bCat-KO,Yeast life ext
CC1CN=C(N(Cc2ccccc2)C(=O)Nc2ccccc2)S1 (stereo not given),-70,-1,1,-37,102,-0.9,3,-1,93,14
COC(CNC(=S)Nc1ccc([N+](=O)[O-])cc1)OC,16,1,-1,-8,91,-2.1,8,·,104,-2
COc1ccc2c(c1OC)C(=O)N(c1cccc(C(F)(F)F)c1)C2,-15,-8,8,·,85,2.2,5,5,88,-10
O=C(Nc1nnc(-c2ccc(Cl)cc2)o1)Nc1ccccc1Cl,-13,2,2,·,·,1.1,7,·,92,-14
Cc1ccc(SCc2cc(-c3ccc(Cl)cc3)no2)cc1,-47,5,19*,·,96,2.0,6,·,99,-13
Cc1cc(C(=O)Nc2ccc(S(=O)(=O)Nc3onc(C)c3C)cc2)cs1,-22,-1,2,-2,98,-1.6,5,·,95,-4
CCOC(=O)c1c(NC(=O)CSc2nc3ccccc3c(=O)n2-c2ccccc2)sc(C(C)=O)c1C,-52,6,2,·,80,-3.0,3,·,69,9
CCOC(=O)C1CCCN(C(=O)C2CCN(S(=O)(=O)c3cccs3)CC2)C1 (stereo not given),-59,0,2,1,98,-1.3,20,0,82,8
CN(C)S(=O)(=O)c1ccc(N2CCCC2)c(C(=O)NCc2ccc(Cl)cc2)c1,3,-4,1,-15,76,-1.5,5,0,74,-19
CC(C)C(=O)Nc1nc(-c2ccccc2)ns1,-10,-3,2,16,82,0.4,7,·,89,·
O=C1CSC(c2ccccc2F)N1c1ccccc1 (stereo not given),-28,-3,3,11,93,-3.5,10,·,96,·
CCN(CC)S(=O)(=O)c1ccc2c(c1)nc(CCC(=O)Nc1cccc(C(F)(F)F)c1)n2CC,-27,0,-1,-29,70,-5.4,4,-2,72,-9
COc1ccc(CCN2C(=O)C3C4CC(C5C(C(=O)N/N=C\c6ccc(Cl)cc6)=NOC45)C3C2=O)cc1OC (stereo not given),-34,3,2,4,98,0.0,2,-1,102,-10
CCn1c(SCC(=O)NCc2cccs2)nnc1-c1ccco1,-40,7,1,-17,98,-2.4,26*,4,97,-4
CCOC(=O)C1=C(COc2ccc(F)cc2Cl)NC(=O)NC1c1cc(C)ccc1C (stereo not given),-38,-5,0,-25,79,-2.9,-1,7,103,-5
CC(=O)c1cc(C#N)c(SCc2ccc(F)cc2)nc1C,-41,-6,9,2,91,0.8,2,-1,99,5
O=C(OCC1COc2ccccc2O1)c1c(F)cccc1F (stereo not given),0,-13,5,·,104,-0.7,4,-1,98,-7
COc1cccc(NC(=O)NCc2cccn2C)c1,-44,2,1,11,85,-0.5,10,4,91,-30
CC(C)CCNC(=O)C(c1cccnc1)N(CCc1ccccc1)C(=O)Cn1nnc2ccccc21 (stereo not given),-28,9,1,-3,68,-2.2,5,·,75,·
CCCCN(C(=O)c1c(C)[nH]c(C(=O)OCC)c1C)c1ccccc1,-16,1,3,49,73,-2.5,4,-2,68,0
COc1ccc(C(=O)NC(=S)Nc2ccc(N3CCOCC3)c(Cl)c2)cc1[N+](=O)[O-],-30,-14,0,·,85,1.9,9,-2,79,-2
O=[N+]([O-])/C(=C\Nc1ccccc1Cl)S(=O)(=O)c1ccccc1,-9,-2,2,-30,96,-2.9,3,-2,96,-14
COC(=O)c1nn(C23CC4CC(CC(C4)C2)C3)c2c1C(=O)N(c1ccc(F)cc1)C2=O,4,-10,2,-25,91,-0.4,27,·,93,-8
O=C1NCCN1CCNS(=O)(=O)c1ccc2ccccc2c1,-8,14,-1,0,108,0.2,23,-3,100,-4

# The list goes on; it opens with the two that closed the last part.
SMILES,Yeast growth inh,GALR2 antag,NPY-Y2 antag,E-sel TNF inh,PTEN del growth,MRP-1 activ,Measles CPE,Phagocytosis inh,HCT116 bCat-KO,Yeast life ext
COC(=O)c1nn(C23CC4CC(CC(C4)C2)C3)c2c1C(=O)N(c1ccc(F)cc1)C2=O,4,-10,2,-25,91,-0.4,27,·,93,-8
O=C1NCCN1CCNS(=O)(=O)c1ccc2ccccc2c1,-8,14,-1,0,108,0.2,23,-3,100,-4
CCOc1ccccc1-n1nnnc1SCC(=O)Nc1cc2oc3ccccc3c2cc1OC,-107,11,1,2,87,-1.1,6,·,76,-10
CCOC(=O)c1ccc2nc(C)cc(Nc3cccc(C(=O)O)c3)c2c1,-23,-4,1,33,98,-2.3,5,·,85,1
CCc1nc(Nc2ccc3c(c2)OCCO3)c2oc3ccccc3c2n1,-38,-6,4,15,60,0.0,3,-1,68,-21
CCOC(=O)COc1ccc(C)cc1-c1ccno1,-28,-7,1,-3,74,-1.0,20,·,92,-22
Cc1ccsc1C(C(=O)NC1CCCCC1)N(C(=O)c1csnn1)C1CC1 (stereo not given),11,-9,2,9,93,-1.0,16,0,93,-6
O=[N+]([O-])c1cccc(CNc2ccc3c(c2)CCC3)c1,-20,4,1,11,95,1.9,3,-5,97,2
CCN(CC)S(=O)(=O)c1ccc(-c2nnc3sc4cccc(C)c4n23)cc1,-4,13,0,0,84,-2.8,21,1,81,-7
N/C(=N\S(=O)(=O)c1ccc(Cl)s1)c1ccccc1,-12,11,-2,23,103,-0.2,6,-1,91,-6
Cc1ccc(S(=O)(=O)n2c3ccc(F)cc3c3nc(C)sc32)cc1,-29,-2,2,·,80,-3.6,7,1,72,-2
Cc1ccc(-c2nnc3n2N=C(c2ccccc2)CS3)cc1,-25,13,5,-14,92,-0.9,19,0,96,-11
CCOC(=O)N1N=C(c2ccccc2)CC1(O)C(F)(F)F (stereo not given),-24,7,2,-1,94,-2.5,3,·,93,-2
CCCN1C(=O)/C(=C/c2cc(C)n(C)c2C)SC1=Nc1ccc(OC)cc1,-22,-4,2,-28,64,0.0,12,·,72,-11
CCOc1cc(Cl)c(S(=O)(=O)NCc2ccccn2)cc1Cl,4,-10,4,11,99,-1.9,4,-1,87,-7
O=C(O)CCc1nn2cc(-c3ccccc3)nc2[nH]c1=O,-23,19,-2,-6,96,-3.8,6,·,97,-5
CC1=C(C(=O)N2CCN(c3cc(C)ccc3C)CC2)C2(CCCCC2)OC1=O,-17,-5,-3,0,80,0.6,6,·,92,1
CN1CCN(C(=O)c2ccc3ccccc3c2)CC1,-12,6,2,0,99,-0.8,3,0,107,-14
Cn1c(=O)c2c(nc(NCc3ccccc3)n2CCCc2ccccc2)n(C)c1=O,-83,-1,6,-12,75,0.8,1,·,69,-2
CN(C)c1ccc(C=NCCC2(O)CCOC(C)(C)C2)cc1 (stereo not given),-18,5,2,13,93,-1.2,13,·,85,-5
COc1ccc(Cl)cc1NC(=O)COC(=O)CNC(=O)c1ccc([N+](=O)[O-])c(C)c1,-33,5,2,2,101,-2.4,22,0,97,-1
Cc1cc(-c2nnc3n2CCCCC3)c(C)n1-c1ccccc1,-5,-4,-1,·,97,-2.4,11,-1,100,2
Cc1ccc(-c2[nH]c(-c3ccc(C(=O)O)cc3)nc2-c2ccccc2)cc1,-13,-5,1,·,91,-1.6,26,-8,103,-5
COc1ccc2c(c1)c(=O)c(C(=O)c1ccccc1)cn2Cc1ccc(C)cc1,-26,1,10,-14,28,-4.6,2,·,36,2
COc1ccc(CCn2c(N)c(S(=O)(=O)c3cccs3)c3nc4ccccc4nc32)cc1OC,-16,-2,-1,-57,64,-2.3,3,·,70,-4
N#C/C(=C\c1cn(Cc2ccccc2)c2ccccc12)C(=O)NCc1ccco1,-25,0,4,16,90,0.7,2,-9,100,-1
CCOCCCNC(=O)C1CCN(C(=O)Nc2ccc(C)cc2)CC1,-17,6,-2,-23,104,0.0,7,1,92,-11
c1nc(N2CCN(Cc3ccc4c(c3)OCO4)CC2)c2[nH]cnc2n1,33,6,5,-13,94,-2.5,9,1,100,-7
CC(C)N(C(=O)C(F)(F)F)C(C(=O)NC1CCCCC1)c1ccncc1 (stereo not given),-11,-5,0,9,94,-3.1,3,·,94,·
O=C(CN1C(=O)c2ccccc2C1=O)Nc1ccc(N2CCOCC2)cc1,-10,-9,0,-15,86,-0.2,2,1,92,-5
CC1CCc2nn(CC(=O)NCCCN3CCOCC3)cc2C1 (stereo not given),-15,-2,0,·,93,-3.0,8,0,85,-2
Cc1sc2ncnc(-n3cnc4ccccc43)c2c1C,-2,-11,-2,14,94,-3.3,15,-1,108,-18
CCCOC(=O)c1ccc(Oc2c(-c3ccc(OC)cc3O)n[nH]c2C)cc1,-41,-3,-3,29,13,-4.0,-1,·,3.5*,-24
CC1(C)CC(=O)c2c(n(-c3cccc4ccccc34)ccc2=O)C1,-14,-3,4,5,107,0.0,37,0,100,-2
O=C1CC(Cc2ccccc2)C(=O)N1c1ccc(Cl)cn1 (stereo not given),-86,-8,5,13,113,0.4,10,-3,100,2
COc1cc(OC)cc(C(=O)NNC(=O)c2ccccc2Br)c1,-23,-20,1,·,89,-1.8,36,-4,98,-2
O=C(Nc1cccc(S(=O)(=O)NC2=NCCCCC2)c1)c1cc(-c2ccccc2)nc2ccccc12,-23,4,1,12,63,0.1,3,-1,81,0
COc1ccc(-c2nnc(SCC(=O)NNC(=O)c3ccc(C)cc3)o2)cc1,-41,5,1,-15,106,-0.1,12,-12,100,2
COc1ccccc1N1CCN(C(=O)C(C)N(c2ccc(C)c(C)c2)S(C)(=O)=O)CC1 (stereo not given),-74,23,0,-30,88,-0.6,12,0,81,-3
CC(C)(C)NC(=O)CON=C1c2ccccc2-c2ccccc21,-29,2,8,-2,82,-1.0,10,2,92,-4
Nc1cc(Cl)nc(N/N=C/c2ccc([N+](=O)[O-])cc2)n1,-14,11,3,-10,86,0.6,11,·,88,-1
O=C(CN1CCCC1)Nc1c2c(nc3ccccc13)N(Cc1ccccc1)CC2,6,15,5,-8,76,-1.5,12,-1,83,-11
CCOC(=O)c1ccc2[nH]c3c(c2c1)CN(C)CC3,-73,-6,4,·,26,-1.6,12,-1,24,-6
CCc1ccc(NC(=S)N(CCCN2CCN(C)CC2)Cc2cccs2)cc1,6,5,2,4,92,-3.3,53*,-11,85,-4
Cc1cccc(CCNC(=O)C2CCN(S(=O)(=O)c3c(C)nn(C)c3C)CC2)c1,-20,1,1,·,102,-0.8,19,-1,99,-1
CN(C)CCC1Sc2ccccc2Oc2ccccc21 (stereo not given),13,11,6,-35,78,-6.0,17,·,86,·
O=C(O)c1cnc(-c2ccccc2)nc1Sc1ccccc1,-47,-6,2,-25,84,-2.9,5,·,88,5
CCc1nnc(NC(=O)CSc2nnc(Cc3ccccc3)n2-c2ccccc2)s1,-31,-2,4,·,104,-1.0,13,0,98,-4
